# V1aR counter – agonists of human V1a receptor, primary screen, counter-screen for OXTR agonist project, fluorescence, CHO-V1R cells | Fluo-8 calcium fluorescence, agonist mode; 0% DMSO, 100% 3 nM vasopressin | activation, % at 3 µM | AID 2797, 2010 | 320,000 tested, 0.25% active;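 active = activation above the mean activation of all tested compounds plus 3 SD, per screening run, cut at about 20% in these data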;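 note: signal is peak over basal fluorescence ratio across a 100 second FLIPR read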
# FID counter – compounds displacing fluorescent DNA intercalator, primary screen, artefact control for HCV NS3 helicase inhibitor project, biochemical, FID fluorescence. DNA fluorescent intercalator displacement. inhibition, % at 7.9 µM. 290,000 tested, 0.17% active; in the data active = inhibition above about 37%;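 note: 0% = vehicle and 100% = reference compound; higher means more ethidium bromide displaced from hairpin DNA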
# HCV NS3 hel inh – inhibitors of HCV NS3 helicase, primary screen, biochemical, Cy5 molecular beacon fluorescence. AID 1800, 2009. NS3 helicase DNA unwinding. inhibition, % at 10.9 µM. Hepatitis C virus NS3 helicase. 290,000 tested, 0.56% active;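 active = inhibition above the mean of all tested compounds plus 3 SD, set per campaign, cut at about 35% in these data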;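 note: 0% = DMSO wells and 100% = thioflavine S control wells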
#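 System: Hepatitis C virus NS3 helicase domain fragment enzyme | Reagent: Annealed dual-labelled DNA beacon duplex, ATP-started | Compound dosing: 10.9 µM single point, 0.8% DMSO | Incubation: 1 h reaction at 25 °C, ATP-initiated | Technique: Cy5 fluorescence | Evaluation: Percent inhibition from t60/t0 fluorescence ratio | Benchmarks: Low DMSO, high thioflavine S at 110 µM | Replication: Singlicate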
# PHOSPHO1 inh – PubChem AID 1565. inhibition, % at 13.3 µM. recombinant PHOSPHO1, absorbance phosphatase assay. 290,000 tested, 1.1% active; in the data active = inhibition above about 60%
# Target sequence (Q8TCT1 whole entry, looked up): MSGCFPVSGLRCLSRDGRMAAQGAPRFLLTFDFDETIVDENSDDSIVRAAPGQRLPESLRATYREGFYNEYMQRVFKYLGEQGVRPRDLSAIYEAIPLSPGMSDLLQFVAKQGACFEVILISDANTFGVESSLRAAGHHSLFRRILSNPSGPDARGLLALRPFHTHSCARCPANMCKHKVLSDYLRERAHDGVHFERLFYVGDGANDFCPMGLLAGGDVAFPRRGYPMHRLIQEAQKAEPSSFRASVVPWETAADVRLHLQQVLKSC
# GPR7 antag – GPR7 receptor antagonists, primary screen, cell-based, fluorescence, single concentration | GPR7-expressing cells, fluorescence antagonist assay | inhibition, % at 4.4 µM | 290,000 tested, 1.1% active; in the data active = inhibition above about 16%, passing the limit was not always enough;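 note: cells stimulated with the agonist NPW; 0% = agonist with vehicle and 100% = vehicle without agonist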
# Target sequence (P48145 whole entry, looked up): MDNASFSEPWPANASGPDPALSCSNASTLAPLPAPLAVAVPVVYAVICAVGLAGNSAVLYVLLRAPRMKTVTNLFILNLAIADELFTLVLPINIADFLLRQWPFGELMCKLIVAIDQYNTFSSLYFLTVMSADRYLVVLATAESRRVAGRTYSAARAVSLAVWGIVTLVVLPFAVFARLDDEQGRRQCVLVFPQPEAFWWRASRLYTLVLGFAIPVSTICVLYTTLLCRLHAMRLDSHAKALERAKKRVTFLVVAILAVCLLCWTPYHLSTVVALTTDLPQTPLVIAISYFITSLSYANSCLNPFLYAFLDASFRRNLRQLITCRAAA
# OXTR ag – human OXTR agonists, primary screen, fluorescence, CHO-OTR cells, Fluo-8 calcium. AID 2435, 2010. activation, % at 3 µM. Fluo-8 calcium fluorescence; normalized: DMSO 0%, oxytocin 100%. Oxytocin receptor (Homo sapiens), P30559. 320,000 tested, 0.32% active;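 active = activation above the mean of all tested compounds plus 3 SD, cutoff set per screening run, cut at about 20% in these data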;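 note: peak over basal fluorescence ratio from a 100 s FLIPR kinetic read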
# IMP-1 inhibitor – IMP-1 metallo-beta-lactamase inhibitors, primary screen, biochemical, epi-absorbance readout, Pseudomonas aeruginosa enzyme; metallo-beta-lactamase IMP-1 (Pseudomonas aeruginosa); purified IMP-1, nitrocefin hydrolysis, epi-absorbance fluorescence; inhibition, % at 5.6 µM; 290,000 tested, 0.45% active;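 active = inhibition above the mean plus 3 SD of all compounds in the same screening run, cut at about 4.5% in these data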;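 note: 0% = IMP-1 with DMSO and 100% = DMSO wells lacking enzyme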
#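 System: purified IMP-1 / Input: IMP-1 dispensed at 0.2 nM / Medium: 50 mM HEPES pH 7.1, 50 µM ZnSO4, 0.05% Brij 35 / Timing: 15 min enzyme–compound preincubation, then 25 min nitrocefin reaction, 25 °C / Technique: plate fluorescence quenching by hydrolysis product, ex 480/em 530 nm / Repeats: singlicate testing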
# GalR3 antag – GalR3 antagonists in HEK293 cells, primary screen, cell-based, fluorescence readout. Galanin receptor type 3 (Homo sapiens), O60755. HEK293 GalR3-CNG cAMP membrane potential fluorescence; galR3 body fused to GalR1 C-terminus. inhibition, % at 3 µM. 360,000 tested, 0.44% active. AID 651719, 2012;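 active = inhibition above the screen-wide average plus 3 SD, cut at about 13% in these data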;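 note: forskolin and galanin both at EC90 stimulate the cells; cAMP rise reported by CNG channel membrane potential dye signal; 0% = forskolin plus galanin with DMSO and 100% = forskolin alone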
# Target sequence (O60755 1-299 limits assumed): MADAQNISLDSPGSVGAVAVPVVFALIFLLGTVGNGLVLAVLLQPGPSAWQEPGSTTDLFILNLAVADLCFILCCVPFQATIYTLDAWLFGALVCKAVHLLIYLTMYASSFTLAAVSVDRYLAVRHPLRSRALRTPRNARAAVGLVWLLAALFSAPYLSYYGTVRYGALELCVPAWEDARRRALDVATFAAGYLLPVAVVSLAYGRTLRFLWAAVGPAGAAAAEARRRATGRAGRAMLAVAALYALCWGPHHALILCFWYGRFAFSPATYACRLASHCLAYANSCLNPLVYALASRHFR
# VIM-2 inh – VIM-2 metallo-beta-lactamase inhibitors, primary screen, biochemical, epi-absorbance readout, Pseudomonas aeruginosa enzyme; 290,000 tested, 0.89% active; inhibition, % at 5.6 µM; purified VIM-2, nitrocefin hydrolysis, epi-absorbance fluorescence;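 active = inhibition above the mean of all tested compounds plus 3 SD, cutoff set per screening run, cut at about 7.5% in these data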;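 note: red hydrolysis product quenches plate fluorescence so inhibitors raise well fluorescence; 0% = enzyme with DMSO and 100% = DMSO without enzyme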
# * marks the source's active call; other numbers are inactive results; x = no result given.
SMILES,V1aR counter,FID counter,HCV NS3 hel inh,PHOSPHO1 inh,GPR7 antag,OXTR ag,IMP-1 inhibitor,GalR3 antag,VIM-2 inh
Cc1ccccc1NC(=O)C1CCCN(S(=O)(=O)c2cnc[nH]2)C1 (stereo unspecified),1.1,3,-7,-38,8,1.1,0.5,-2,2.3
C/C(CC(=O)NCc1ccco1)=N\NC(=O)c1ccc(Cl)cc1Cl,-0.7,-6,0,14,-12,-1.0,-1.6,-7,-0.9
COCCCNCCCCOc1cccc(Br)c1,1.8,13,-9,-4,-1,2.0,-1.0,-3,-1.6
CCC(C)NC(=O)c1cc2c(=O)n3ccccc3nc2s1 (stereo unspecified),-0.1,-9,5,61*,-14,-0.9,-1.7,-9,1.3
Cc1cc(NC(=O)c2ccc3c(c2)C(=O)N(C2CCCCC2)C3=O)no1,1.0,-2,1,-15,3,0.9,-2.4,-1,-4.3
CCc1nc(SCc2nnc(-c3ccc(C)cc3)o2)c2c(C)c(C)sc2n1,3.1,-3,5,x,-12,0.3,-2.2,x,-1.6
COCCNC(=O)CSCc1nc(-c2ccc(SC)cc2)oc1C,-0.3,-27,-6,40,-1,0.1,-1.9,-1,-3.1
COCCN1C(=O)N[C@@H](c2ccccc2)C(C(=O)OC)=C1C,-0.2,-5,5,-1,10,1.3,-0.6,-6,-0.3
O=C(NNS(=O)(=O)c1ccc(F)cc1)c1cnccn1,0.4,-1,0,27,-3,1.6,-3.1,-1,-5.2
C/C(N)=C(/C#N)C(=O)CSc1cc(Cl)ccc1Cl,0.5,1,-9,2,-13,1.2,-1.8,-1,1.2
CCNc1c(C(=O)O)ccc2c1C(=O)c1ccccc1C2=O,-0.1,-3,15,-1,-2,-3.0,-3.5,-3,-2.6
O=C(NCCc1ccccc1)C(=O)Nc1ccc([N+](=O)[O-])cc1,0.1,2,6,50,-4,-0.2,-4.5,-4,-4.0
Cc1cccc(N2C(=O)CC(Sc3nc(C)cc(C)n3)C2=O)c1 (stereo unspecified),1.5,-8,-9,12,-8,0.2,-2.1,4,1.1
CCOC(=O)N1CCC(Nc2c(-c3ccccc3)c(=O)c2=O)CC1,1.5,-16,9,-16,3,1.2,-0.9,-4,-2.4
CCOC(=O)c1ccc(NC(=O)CN2C(=O)C(CC)SC(CC)C2=O)cc1 (stereo unspecified),0.0,-9,-9,-6,-14,0.4,-3.1,-3,-4.4
O=C(O)c1ccccc1C(=O)NCCc1ccc(Cl)cc1,0.8,-3,0,-19,6,0.6,-2.5,4,-3.7
COc1cc([N+](=O)[O-])ccc1NC(=O)C[n+]1ccccc1,0.0,10,-8,-1,-7,0.4,0.9,-11,-3.6
CCOC(=O)c1c2ccc(OCC(=O)N/N=C/c3ccccc3C(F)(F)F)cc2n2ccccc12,x,6,-1,-12,-11,x,-3.1,x,1.1
CC(OC(=O)c1cccnc1Cl)C(=O)Nc1ccc2c(c1)OCCO2 (stereo unspecified),-0.6,1,-2,2,-10,-1.7,-2.3,-7,-3.8
O=C(Nc1ccnn1C1CCN(Cc2ccccc2OC(F)F)CC1)c1cccc(F)c1,0.9,-2,-5,8,20,1.9,-0.9,-3,-0.2

# Next part; it opens with the 3 that closed the last part.
SMILES,V1aR counter,FID counter,HCV NS3 hel inh,PHOSPHO1 inh,GPR7 antag,OXTR ag,IMP-1 inhibitor,GalR3 antag,VIM-2 inh
CCOC(=O)c1c2ccc(OCC(=O)N/N=C/c3ccccc3C(F)(F)F)cc2n2ccccc12,x,6,-1,-12,-11,x,-3.1,x,1.1
CC(OC(=O)c1cccnc1Cl)C(=O)Nc1ccc2c(c1)OCCO2 (stereo unspecified),-0.6,1,-2,2,-10,-1.7,-2.3,-7,-3.8
O=C(Nc1ccnn1C1CCN(Cc2ccccc2OC(F)F)CC1)c1cccc(F)c1,0.9,-2,-5,8,20,1.9,-0.9,-3,-0.2
COc1ccc(CNC(=O)Cn2c(=O)oc3ccccc32)cc1OC,1.0,0,3,14,-3,1.2,-1.6,9,-3.5
COc1ccc(/C(C)=N/N=C(\C)c2ccc(OC)cc2OC)c(OC)c1,1.0,4,5,3,0,-1.3,-1.6,-2,-2.8
O=C1c2ccccc2C(O)(Cc2ccccc2)N1Cc1ccco1 (stereo unspecified),-0.8,-9,-3,2,3,-0.9,-0.9,-4,-2.9
COc1ccc(C(=O)Nc2cc(=O)[nH]c3ncnn23)cc1,0.5,-1,-2,41,4,-0.6,-1.8,12,-1.7
CCOC(=O)C(C)Sc1nc(-c2ccccc2)nc2ccccc12 (stereo unspecified),1.4,-5,-2,25,-9,-0.3,-2.0,-4,0.3
Cc1cccn2c(=O)c3cc(C(=O)N4CC(C)CC(C)C4)sc3nc12 (stereo unspecified),-0.1,-20,2,31,-5,0.5,-1.8,-1,12*
Cc1cc(NS(=O)(=O)c2ccc(NC(=S)NC(=O)c3ccc(F)cc3)cc2)no1,0.5,-28,15,11,-14,-0.9,-4.0,5,-1.9
COc1ccc(N2C(=O)CNC2=S)cc1,1.5,-1,6,7,8,0.6,-2.1,0,-3.1
O=P(O)(O)CCP(=O)(c1ccccc1)c1ccccc1,1.1,3,-53,-75,-12,1.4,-2.7,-2,-0.7
CS(=O)(=O)N(Cc1ccc(C(=O)NC2CCCC2)cc1)c1ccccc1,0.9,2,-9,20,-7,0.4,-3.4,9,-2.8
CCC(=O)NCC(c1ccco1)N1CCN(c2ccc(OC)cc2)CC1 (stereo unspecified),-0.2,0,7,23,-13,1.1,-1.7,-2,-1.2
COc1ccc(OC)c(-c2cc(C(=O)Nc3c(C)nn(Cc4ccccc4C)c3C)no2)c1,1.0,-6,-12,11,12,0.3,-0.4,x,-0.5
Cc1ccc(C)c(N(C(=O)CS(=O)CC(=O)Nc2ccc3c(c2)OCO3)C(C)C(=O)NC2CCCC2)c1 (stereo unspecified),0.0,-40,-3,20,-2,-1.4,-5.5,-4,-3.0
Cc1ccc(S(=O)(=O)NC(C(=O)N2CCOCCOCCOCC2)C(C)C)cc1 (stereo unspecified),0.4,-15,-11,26,-8,0.6,-3.2,-7,-3.1
CN1CCN(c2nc(-c3ccc(Br)cc3)nnc2-c2ccccc2)CC1,1.1,10,-31,-42,-4,0.3,-0.9,-7,-0.5
O=[N+]([O-])c1c(NCCO)cc(N2CCCCCC2)c2nonc12,0.7,-1,6,36,-1,-1.0,-4.5,-9,-0.8
NS(=O)(=O)c1ccc(CCNC(=O)c2cccc([N+](=O)[O-])c2)cc1,0.9,1,-2,41,-11,1.3,-3.5,3,1.2
CC12CN3CC(C)(CN(C1)C3c1ccccc1F)C2 (stereo unspecified),1.0,-3,6,39,-8,2.2,-1.9,-6,-0.8
N#Cc1c(F)cccc1N1CCC(C#N)CC1,-0.4,-2,3,13,-7,-2.0,-1.8,4,-1.8
COc1ccccc1-c1nc(S(=O)(=O)c2ccccc2)c(N2CCOCC2)o1,0.8,-30,-2,53,-5,-0.9,-3.7,-2,-0.9
Cc1c(Cl)cccc1NC(=O)Nc1cc(C(C)(C)C)nn1C,1.4,-7,-7,-2,5,1.2,-2.8,-4,-3.3
Cc1ccc(NC(=O)CSc2nnc(Cc3ccccc3)o2)c(C)c1,0.3,-18,12,30,-12,-0.4,-4.6,-2,-4.2
COC(=O)c1nn(-c2ccccc2)nc1-c1nn(-c2ccccc2)nc1C(=O)OC,1.2,-5,-7,-5,-5,-0.1,-3.4,-2,-0.8
CCCOc1ccccc1C1NC(=O)NC(C)=C1C(=O)OCCOC(C)C (stereo unspecified),0.2,-33,-1,2,0,-0.9,-3.3,-8,-2.5
CSc1ccc(Cl)c(C(=O)NCCOc2cc(C)ccc2C(C)C)c1,4.5,-18,-6,12,-10,0.5,-2.5,-13,-1.2
CCOc1ccc(NC(=O)Cn2nnc(-c3ccccc3NC(=O)C3CC3)n2)cc1,-0.1,-1,-3,5,7,-1.3,-4.8,0,-4.0
O=C(CCCn1c(=O)[nH]c2ccsc2c1=O)NC1CCCCC1,-0.8,-9,4,2,2,-0.4,-0.6,-7,-0.4
CCc1ccc(NC(=O)C(C)OC(=O)c2cccc(S(=O)(=O)N3CCc4ccccc4C3)c2)cc1 (stereo unspecified),2.2,-6,9,4,0,-0.5,-2.4,-6,0.3
Cc1ccc(Cl)cc1NC(=S)N(Cc1ccco1)C(C)c1cccs1 (stereo unspecified),0.3,-5,-7,9,-16,-0.3,1.1,-8,-1.2
O=C(CSc1nnc(-c2cccs2)n1Cc1ccccc1)N1CCc2ccccc2C1,0.5,-38,20,78*,14,-1.3,-3.8,2,-0.6
Cc1cc(C(=O)Nc2nc(C)c(C(=O)N(C)C)s2)ccc1[N+](=O)[O-],-0.4,1,0,-7,-5,1.2,-3.7,3,-4.3
Cc1cc(Cl)c2oc(C(=O)NCC(C)(C)N3CCOCC3)c(C)c2c1,-1.3,10,6,20,-1,-0.6,0.7,-10,3.3
OC(COc1ccc(Cl)cc1)CSc1ccccn1 (stereo unspecified),1.9,-7,-10,4,10,-0.7,2.4,-5,0.2
Cc1cccc(C(=O)OCC(=O)NCCNC(=O)COC(=O)c2cccc(C)c2C)c1C,-0.9,-35,-1,25,-4,-1.0,-4.3,0,-1.4
COC(=O)C(CC(C)C)NC(=O)c1ccc([N+](=O)[O-])cc1 (stereo unspecified),9.3,-1,0,-11,-7,-1.2,-1.3,-2,-3.1
CN(C)S(=O)(=O)c1ccc(N2CCCC2)c(C(=O)Nc2nc(-c3ccc(F)cc3)cs2)c1,-0.7,-3,4,-10,9,-0.1,0.1,-4,1.6
COc1ccc(-c2csc(N3CCSCC3)n2)cc1,-0.5,-12,-8,x,-7,-2.1,-1.2,-12,-2.0
O=C(O)c1ccc(S(=O)(=O)Nc2ccc(O)c(Sc3nc4ccccc4s3)c2)cc1,1.0,-26,8,23,-10,0.9,-2.8,1,-2.1
Cc1ccc2ncnc(Nc3cccc(C(=O)O)c3)c2c1,0.7,4,6,-10,-16,0.0,-0.3,-1,1.7
CC(C)c1ccc(NC(=O)C2CC(=O)N(C3CCCC3)C2)cc1 (stereo unspecified),1.1,-32,3,6,0,1.5,-2.3,-6,-2.1
C/C(=N\O)C1(C)N(O)C(C)(C)C(c2ccc(F)cc2)=[N+]1[O-] (stereo unspecified),0.2,1,2,-14,4,0.6,-0.9,-6,2.5

# 2 entries picked at random from those above:
SMILES,V1aR counter,FID counter,HCV NS3 hel inh,PHOSPHO1 inh,GPR7 antag,OXTR ag,IMP-1 inhibitor,GalR3 antag,VIM-2 inh
CCCOc1ccccc1C1NC(=O)NC(C)=C1C(=O)OCCOC(C)C (stereo unspecified),0.2,-33,-1,2,0,-0.9,-3.3,-8,-2.5
Cc1c(Cl)cccc1NC(=O)Nc1cc(C(C)(C)C)nn1C,1.4,-7,-7,-2,5,1.2,-2.8,-4,-3.3

# Screening results from PubChem.
